Compound activity as filed in PubChem BioAssay.
Mito fusion act: blocks mitochondrial division or promotes mitochondrial fusion; 320,000 tested, 0.23% active; Potency, µM (doses to about 46.1 µM), inactives show top-dose growth rescue (activation), actives largely listed as activators; S. cerevisiae fusion-defective mutant growth rescue, CellTiterGlo 48 h;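 further: potency means the concentration at half of the fitted maximal effect; % of control where 0% means no effect; nearly all actives have a fitted effect of over 45% in size; temperature-sensitive fusion mutants such as fzo1-1 at 37 °C on non-fermentable ethanol glycerol medium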
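Growth-rescue viability read-out: after 48 h at the non-permissive 37C in glycerol/ethanol YPEG, yeast mitochondrial fusion mutants are measured by CellTiterGlo luminescence; compounds (23 nl pinned per well) restoring growth score as division inhibitors or fusion activators.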
MBNL1 CUG block: MBNL1-poly(CUG) RNA binding inhibition; Q9NR56; AID 2675; 280,000 tested, 0.036% active; TR-FRET MBNL1-His/biotin-(CUG)12 binding, 665/545 ratio; Potency, µM (top dose mostly 57.5 µM), without a hit: at the top dose activity change, negative = inhibition, actives largely listed as inhibitors; active means well fitted inhibition curve with a large enough effect in the signal ratio, with a control signal flat, not every such curve was filed as active; inconclusive means small, poorly fitted or top-dose-only effect, or effect the other way, or a change in a side signal; inactive means no such curve, though single readings can be large or run the other way; the % refers to the signal ratio; further: potency means the concentration at half of the fitted maximal effect; on the % scale 0 is the no-effect control and ±100 the full control effect
Target sequence (Q9NR56 whole entry, looked up): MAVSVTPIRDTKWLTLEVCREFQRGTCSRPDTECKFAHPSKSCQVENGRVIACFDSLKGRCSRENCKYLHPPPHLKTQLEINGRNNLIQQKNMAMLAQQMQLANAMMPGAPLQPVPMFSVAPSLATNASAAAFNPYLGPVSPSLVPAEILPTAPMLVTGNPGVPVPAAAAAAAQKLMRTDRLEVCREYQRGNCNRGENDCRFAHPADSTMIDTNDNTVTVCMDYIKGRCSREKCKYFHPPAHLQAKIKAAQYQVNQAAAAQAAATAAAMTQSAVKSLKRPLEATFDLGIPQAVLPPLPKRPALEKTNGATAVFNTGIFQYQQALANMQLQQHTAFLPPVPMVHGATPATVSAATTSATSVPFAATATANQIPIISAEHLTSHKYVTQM
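Inhibition of protein-RNA binding appears as loss of TR-FRET between terbium anti-His antibody on MBNL1-His and streptavidin-XL665 on biotin-(CUG)12. Activity is normalized to buffer-only and uninhibited-complex controls.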
ASM inhibitor: blocks human secretory acid sphingomyelinase; P17405; placental ASM, HMU-PC fluorogenic substrate, 60 min; Potency, µM (series often up to 57.5 µM), without a hit: at the highest dose activity change, negative = inhibition, most hits filed as inhibitors; 340,000 tested, 0.006% active; AID 504937; further: potency means the concentration at half of the fitted maximal effect
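Human placenta-derived ASM preincubated with compound 10 min at room temperature, then reacted with 9 uM (final) fluorogenic HMU-PC substrate for 60 min at 37 C. Stop solution raises pH to 10; fluorescence read at Ex 386/Em 447 nm.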
CXXC DNA block: MLL CXXC-DNA interaction inhibition. Q03164. MLL-CXXC / FITC-HOXA9 DNA fluorescence polarization. Potency, µM (titrated, usually from 115 µM), for inactives: top-dose activity change, negative = inhibition, most hits filed as inhibitors. 290,000 tested, 0.037% active. AID 2662; active means well fitted inhibition curve with a large enough effect in the polarisation, with a control signal flat, not every such curve was filed as active; inconclusive means small, poorly fitted or top-dose-only effect, or effect the other way, or a change in a side signal; inactive means no such curve, though single readings can be large or run the other way; the % refers to the polarisation; further: potency means the concentration at half of the fitted maximal effect
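Steps: dispense CXXC domain solution (7 uM) → pin compounds or unlabeled HOX-A9 DNA control → 5 min ambient → add FLSN-HOX-A9 solution (50 nM) → spin → 30 min ambient → fluorescence polarization. Tris pH 7.5/NaCl/DTT/BSA buffer.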
PTAP TSG101 blk: blocks PTAP/TSG101 interaction to inhibit HIV-1 budding; 340,000 tested, under 10 active; Q99816; Fluorescence polarization, FITC-PTAP peptide / Tsg101 binding; Potency, µM (doses to about 115 µM), without a hit: top-dose activity change, negative = inhibition, most hits filed as inhibitors; active means well fitted inhibition curve with a large enough effect in the main read-out, with a control signal flat, not every such curve was filed as active; inconclusive means small, poorly fitted or top-dose-only effect, or effect the other way, or a change in a side signal; inactive means no such curve, though single readings can be large or run the other way; further: potency means the concentration at half of the fitted maximal effect; % of control where 0% means no effect
Target sequence (Q99816 whole entry, looked up): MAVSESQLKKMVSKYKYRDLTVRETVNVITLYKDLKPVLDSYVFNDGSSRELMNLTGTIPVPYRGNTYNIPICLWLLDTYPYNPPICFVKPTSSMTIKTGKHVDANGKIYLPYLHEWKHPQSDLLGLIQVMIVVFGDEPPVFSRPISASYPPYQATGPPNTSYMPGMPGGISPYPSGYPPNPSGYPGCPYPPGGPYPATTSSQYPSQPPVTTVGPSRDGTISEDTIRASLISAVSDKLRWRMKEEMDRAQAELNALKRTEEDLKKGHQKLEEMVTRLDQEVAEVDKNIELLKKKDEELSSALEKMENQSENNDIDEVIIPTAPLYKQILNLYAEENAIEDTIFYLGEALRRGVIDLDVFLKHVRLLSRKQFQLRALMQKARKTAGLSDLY
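Fluorescence anisotropy tracks displacement of a FITC-tagged PTAP peptide (50 nM) from the Tsg101 binding domain (10 uM), following a 20 min room-temperature incubation at pH 7.5.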
A-T KAP1 phos: potential ataxia-telangiectasia treatments restoring KAP-1 phosphorylation | […] A-T fibroblasts, KAP-1 phosphorylation AlphaLISA; neocarzinostatin DNA damage 30 min before lysis | Potency, µM (top dose mostly 57.5 µM), for inactives: at the top dose activation, usual class: activators | 320,000 tested, 0.19% active | AID 485349; further: potency means the concentration at half of the fitted maximal effect; % of control where 0% means no effect; nearly all actives have a fitted effect of over 45% in size
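hTERT-immortalized A-T patient fibroblasts ([…]), 500 cells/well in OPTI-MEM, 1% FBS, got compounds for 60 min, then NCS for 30 min at 37C. Lysates were then assayed for phospho-KAP-1 by AlphaLISA (anti-pKAP1 donor, anti-KAP1 acceptor beads), 6 hr at 25C.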
a7 integrin act: integrin-mediated muscular dystrophy alleviation activation; 350,000 tested, 0.064% active; alpha7betagal myoblasts, beta-gal FDG fluorescence, 48 h; Potency, µM (top dose mostly 38.3 µM), without a hit: at the top dose activation, actives largely listed as activators;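 further: potency means the concentration at half of the fitted maximal effect; 100% = response of the positive control SU9516; nearly all actives have a fitted effect of over 60% in size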
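alpha7betagal+/- myoblasts (passage 13, 250/well) treated 48 h at 37C with compounds at 1:260 dilution of DMSO stock. Lysed, then beta-galactosidase activity read as FDG fluorescence (ex 480/em 540) after 30 min, with pre-read for autofluorescence.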
TSHR antag: antagonists of human thyroid stimulating hormone receptor. activity change, negative = inhibition, % at 11.5 µM. TSHR-expressing cells, TSH-stimulated cAMP HTRF, 2 h; hits give low values. AID 504810. 330,000 tested, 0.2% active. P16473;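 active means activity change below a set negative limit, meaning inhibition stronger than a set level, cut at about -70% in these data; inconclusive means activity change between two set negative limits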; further: on the % scale 0 is the no-effect control and ±100 the full control effect
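TSHR-expressing cells were treated with compounds, then stimulated with TSH at EC80 (4nM final) for 2 hours at 37 deg C. Cellular cAMP was measured by HTRF competition between lysate cAMP and cAMP-d2 for a cryptate-labelled anti-cAMP antibody.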
TCR act: activators of T cell receptors; primary human leukocytes, anti-CD3, IL-2 HTRF, 48 h; Potency, µM (titrated, usually from 9.22 µM), inactives show at the highest dose activation of IL-2 secretion, hits mostly activators; 330,000 tested, under 10 active; further: % of control where 0% means no effect
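IL-2 release read by HTRF sandwich (Eu cryptate donor, d2 acceptor, 665 nm emission) after 48 hr exposure of primary human leukocytes to compound together with anti-CD3 beads in the absence of co-stimulatory signals.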
Menin MLL FP TR: menin-MLL binding inhibition, Texas Red mutant peptide; O00255; Menin + Texas Red MLL mutant peptide, fluorescence polarization; Potency, µM (series often up to 61.6 µM), for the others: at the top dose FP activity change, negative = inhibition, hits mostly inhibitors; 270,000 tested, 0.23% active; active means well fitted inhibition curve with a large enough effect in the polarisation, with a control signal flat, not every such curve was filed as active; inconclusive means small, poorly fitted or top-dose-only effect, or effect the other way, or a change in a side signal; inactive means no such curve, though single readings can be large or run the other way; the % refers to the polarisation; further: potency means the concentration at half of the fitted maximal effect; % of control where 0% means no effect; many of its hits are not listed in these tables
An asterisk follows results filed as active; ? = inconclusive; · = not tested or not shown; [ ] = dose if it differs, or a comment. Unless noted, the call rests on the fitted dose curve; in most records, active means well fitted curve in the direction sought with a large enough effect; inconclusive means small, poorly fitted or top-dose-only effect, or another doubt; inactive means no such curve, though single readings can be large; an effect the other way counts as inactive or inconclusive. The list is partial (hit frequency here may not be typical).

SMILES | Mito fusion act | MBNL1 CUG block | ASM inhibitor | CXXC DNA block | PTAP TSG101 blk | A-T KAP1 phos | a7 integrin act | TSHR antag | TCR act | Menin MLL FP TR
Nc1c(-c2ccccc2)c(CN2CCOCC2)nn1-c1ccc(C(=O)O)cc1 | -6% | 3% | -1% | ? | -4% | -5% | 28% | 2 | 9%[46.1 µM] | 5%
O=C(C1CCC(=O)N1C1CCCCC1)N1CCN(c2ccc(F)cc2)CC1 (stereo not drawn) | 0% | -11% | 4% | 5% | -13% | 0% | 17% | -3 | -5% | 0%
O=C(CCSc1ccccc1)NCCN1CCOCC1 | -2% | -2% | 5% | 3% | -4% | -1% | 16% | -3 | · | -2%
CCC1CCCCN1C(=O)CN1C(=O)CSC1=O (stereo not drawn) | -1% | -13% | 3% | 3% | 0% | 5% | -15% | 23 | 19% | 8%
COc1ccccc1N1CCN(S(=O)(=O)CCNC(=O)C2CC2)CC1 | -2% | · | -1% | · | -8% | 5% | -9% | 19 | -3% | ·
Cc1ccc(/C=C/S(=O)(=O)NCC(=O)OCC(=O)NCc2ccccc2)cc1 | -1% | -3% | -3% | -9% | -5% | -1% | -8% | -9 | -3% | -14%
COc1ccc(C2CC(=O)c3cnc(NC(=O)c4ccccc4OC)nc3C2)c(OC)c1 (stereo not drawn) | ? | 9% | -10% | 0% | -2% | 0% | -2% | 9 | 2%[46.1 µM] | 5%
COc1ccccc1C(=O)NC(=O)COC(=O)c1nc2nc(C)cc(C)n2n1 | 0% | · | · | · | 0% | 3% | 0% | 6 | -5% | ·
CCCCCC1CC(CC(=O)Nc2ccc([N+](=O)[O-])cc2)C(=O)O1 (stereo not drawn) | 13% | 17% | -29% | -7% | -3% | -5% | -32% | 9 | -2%[46.1 µM] | 17%
c1ccc2c(OCCCCN3CCCC3)cccc2c1 | -4% | -12% | 6% | 11% | 1% | 7% | -69%[inhibitor] | 6 | · | 5%
NC(=O)c1cc(C(=O)c2ccccc2Cl)c[nH]1 | 1% | -6% | 3% | 16% | -2% | -2% | 21% | -7 | -6% | 10%
Cc1ccccc1NC(=O)CCCSc1nc2ccccc2s1 | ? | -15% | -12% | 3% | -3% | 10% | -13% | -2 | 0%[46.1 µM] | 21%
COc1ccc(NC(=O)Cc2ccc(C)c(C)c2)cc1Cl | 2% | · | 3% | 3% | -11% | 7% | -21% | 5 | -2% | -10%
O=S(Cc1ccc(Cl)cc1)c1ncc(CO)n1Cc1ccccc1 (stereo not drawn) | 0% | 4% | 1% | 56%[activator] | -9% | -2% | 7% | -5 | -3% | -7%
COc1cc(NC(=O)c2ccc(Cl)cc2Cl)ccc1NC(=O)c1cccs1 | -6% | -5% | 26% | 3% | -7% | 17% | 6% | -10 | -16% | ·
O=C1C(=O)N(CCCn2ccnc2)C(c2ccc([N+](=O)[O-])cc2)/C1=C(\O)c1ccc2c(c1)OCCO2 (stereo not drawn) | -5% | · | -5% | · | -3% | -12% | 32% | 23 | 0% | ·
COC(=O)c1[nH]c2ccccc2c1NC(=O)CN1CC(C)OC(C)C1 (stereo not drawn) | 1% | 9% | 0% | -2% | -1% | 1% | -24% | -7 | -1% | 2%
CC12CCC(=O)N1C(C(=O)OCC(=O)Nc1cccc(S(=O)(=O)N3CCCCCC3)c1)CS2 (stereo not drawn) | -5% | -8% | 1% | 1% | -9% | 1% | 7% | 5 | -1%[46.1 µM] | -2%
O=C(O)CSc1nnc(Nc2ccccc2)n1-c1ccccc1 | 8% | -10% | 2% | 8% | -1% | 4% | 10% | -8 | 0% | -22%
Cc1ccc(CNC(=O)CO/N=C/c2ccc3c(c2)OCO3)cc1 | 5% | -11% | 1% | 7% | -8% | 26% | -12% | 5 | 6%[46.1 µM] | 8%
COc1cccc(NC(=S)N2CCN(C/C=C/c3ccccc3)CC2)c1 | -11% | -2% | 8% | 2% | -6% | -2% | -4% | 10 | 6% | 7%
COc1cc(OC)c(C(=O)Oc2ccc3c(c2)OCO3)cc1OC | -2% | -6% | 25% | -1% | -2% | 13% | 12% | 29 | 7% | 12%
COc1ccc(C(=O)O/N=C(/C)c2cccs2)cc1 | -9% | 12% | -2% | 3% | 0% | 3% | 7% | -6 | -2% | -13%
CC(C)CCNC(=O)C1(O)c2ccccc2NC(=O)N1c1ccc(Cl)cc1 (stereo not drawn) | -1% | -11% | 25% | 3% | -7% | -10% | -24% | 1 | -55% | ?
O=C(CSc1nncc2ccccc12)N1CCCCC1 | 14% | · | 0% | 11% | -5% | 5% | -18% | -1 | 3% | 0%

Remaining list, next part
SMILES | Mito fusion act | MBNL1 CUG block | ASM inhibitor | CXXC DNA block | PTAP TSG101 blk | A-T KAP1 phos | a7 integrin act | TSHR antag | TCR act | Menin MLL FP TR
CCN1CCN(C(=O)Cn2c(=O)sc3ccccc32)CC1 | 5% | -8% | -1% | 8% | -4% | 1% | -10% | -9 | -3% | 5%[11.7 µM]
Cc1ccc(S(=O)(=O)N2CCCCC2)cc1NC(=O)Cn1ncc(Cl)c(Cl)c1=O | · | · | 2% | · | 1% | -3% | -73%[inhibitor] | ? | 4% | ·
COc1ccccc1N(CC(=O)NCCSCc1ccc(Cl)cc1)S(C)(=O)=O | 2% | 0% | 2% | -6% | -3% | -5% | 41% | -1 | -23% | -5%
COc1ccccc1CN1CC(C(=O)NCc2cccc(C)n2)CCC1=O (stereo not drawn) | -1% | -2% | 4% | 9% | -2% | 3% | -17% | 12 | 9% | ·
O=C(CCCSc1nc2ccccc2s1)Nc1nccs1 | 8% | 58%[activator] | -12% | 18% | 3% | 11% | -30% | -17 | · | 4%
CCSc1nc2ccccc2n1C(=O)c1ccc(S(=O)(=O)N2CCCCC2)cc1 | -4% | -6% | -2% | -1% | -4% | 4% | 0% | 9 | 3% | 26%
O=P(C(=NCCO)NO)(N1CCOCC1)N1CCOCC1 | -1% | -5% | 1% | -9% | 0% | 9% | 22% | -12 | · | 1%
CC1CCCCN1C(=O)COc1ccc(F)cc1 (stereo not drawn) | -5% | 5% | 3% | ? | -1% | 0% | 4% | 6 | 0% | 2%
Cc1ccccc1-c1noc(CCC(=O)NCCc2ccccc2)n1 | 5% | -3% | 1% | -7% | -1% | 10% | -14% | 0 | 4% | 0%
Cc1ccc(OCCC(=O)Nc2ccc(S(=O)(=O)Nc3nccs3)cc2)cc1 | -1% | · | -15% | · | -2% | -2% | 48% | 1 | 7% | ·
Cc1ccccc1Oc1nc2ccccn2c(=O)c1/C=C(\C#N)C(=O)Nc1c(C)n(C)n(-c2ccccc2)c1=O | -1% | -12% | 16% | -2% | -8% | 4% | -33% | 41 | -3%[46.1 µM] | -9%
C=C(C)CNC(=S)N/N=C/C1=CCC2CC1C2(C)C (stereo not drawn) | ? | -3% | -3% | 4% | -3% | -1% | -35% | -6 | 4%[46.1 µM] | -18%
O=C(COc1ccc(C(=S)N2CCOCC2)cc1)Nc1ccccc1C(F)(F)F | 7% | 4% | 3% | -2% | 1% | 1%[11.5 µM] | 0% | 3 | 4% | 0%
COc1ccc(C(=O)NCc2cn3cccc(C)c3n2)cc1OC | -2% | -7% | 7% | 0% | -4% | 10% | -6% | 11 | 7% | -4%[11.7 µM]
COC(=O)c1sccc1NC(=O)/C=C/c1ccc(Cl)cc1 | -3% | 2% | 14% | -4% | 0% | -6% | 10% | -20 | 0%[46.1 µM] | 22%
Cc1ccc(Cl)cc1N1CCN(C(=O)c2cc3c(=O)n(C)c4ccccc4c3n2C)CC1 | -1% | 14% | -22% | 0% | 0% | 0% | 2% | 6 | -12% | -12%
CCN1CCN(c2ccc(S(=O)(=O)N3CCCCC3)cc2NC(=O)Cc2ccccc2F)CC1 | -1% | · | · | · | -1% | -5% | -1% | 1 | 6% | ·
CCOC(=O)C1CCN(c2ccccc2CN2CCN(c3ccccc3OCC)CC2)CC1 | -27% | 12% | -6% | 16% | -6% | -3% | 7% | -14 | 7% | ?
O=C(NCCOc1ccccc1F)C1CCC(=O)N(CCc2cccc(F)c2)C1 (stereo not drawn) | 0% | -2% | 5% | 16% | -5% | 30% | 4% | -4 | 6% | ·
O=S(=O)(Nc1cccc(S(=O)(=O)N2CCOCC2)c1)c1ccc(Cl)s1 | -1% | 4% | -5% | 1% | 1% | 9% | 12% | -15 | -2% | 42%[activator]
